# Source: PubChem (NCI)
# Growth percent in the NCI-60 one-dose screen (48 h, 10 µM unless noted): 100 = growth as untreated, 0 = no growth, -100 = all killed.
# HL-60(TB) – HL-60(TB) leukemia cells; 78,000 tested, 9% active; AID 1794776; active = growth percent below 10
# The depositor's hits bear a star; & = joins results of further samples; [ ] = dose if it differs, or a comment. An excerpt, so the mix of outcomes need not match the whole.
SMILES,HL-60(TB)
COc1ccc(Oc2nc(Nc3ccc(N4CCOCC4)cc3)ncc2NC(=O)Cc2cc(OC)cc(OC)c2)cc1,107
O=C(C1=Cc2cccn2Cc2cnnn21)c1ccc(-c2ccccc2)cc1,97
C=CCN(CC=C)C1=CC(=O)C(=O)c2ccccc21,91
O=C1CCCc2ccccc21,114
N#CCS(=O)(=O)c1cccc[n+]1[O-],103
COc1ccc(/C=C2\N=C(c3ccccc3)N(c3cc(OC)c(OC)cc3C(=O)N3N=C(C)CC3=O)C2=O)cc1O,108
CCOc1cc(/C=C/C(=O)C(C(=O)/C=C/c2ccc(OC(=O)CNc3nnc(C)s3)c(OCC)c2)C(=O)CNc2nnc(C)s2)ccc1OC(=O)CNc1nnc(C)s1,-46*
COc1ccc(C2=NOC(C(=O)N3CCOCC3)C2)cc1OC1CCCC1 (configuration not stated),94
C/C(=C(/c1ccccc1)c1ccc(N2C(=O)c3cccc4c(NC5CCCCC5)ccc(c34)C2=O)cc1)c1ccccc1,91
CC1C(=NC(=O)c2cnccn2)C(C)C(c2ccc(Cl)cc2)NC1c1ccncc1 (configuration not stated),108
Nc1nn2c(-c3cc4cc(Br)ccc4oc3=O)ccnc2c1N=Nc1ccccc1,93
CCCCCCCCc1ccc(O)c(Cl)c1,81
O=C(O)c1ccc(Br)nc1,94
Fc1ccc2nc(Cl)c(Cn3nnc(Cc4ccccc4)n3)cc2c1,96
COc1ccc2c(ccc3oc([N+](=O)[O-])cc32)c1,-31*
CC(C)OC(=O)Nc1ccc(-c2nc(-c3cccc(O)c3)c(-c3ccnc(Br)c3)[nH]2)cc1,30
O=C(O)C(CO)c1ccccc1 (configuration not stated),100
COC(=O)[C@H](C)N(C)C(=O)[C@@H]1CSSC[C@@H](NC(=O)c2nc3ccccc3cc2O)C(=O)NCC(=O)N1C,30
N#Cc1c(-c2ccco2)nc(SCC(O)CN2CCOCC2)[nH]c1=O (configuration not stated),115
Cc1cc(=O)nc2sc(-c3ccc(Cl)cc3)nn12,98
CNC(=O)Oc1ccc2c(c1)[C@]1(C)CCN(C)[C@@H]1N2C,106
CCOC(=O)c1c(C)oc2ncnc(Nc3ccc(OCc4ccc(Cl)cc4)cc3)c12,92
CCOC(=O)c1c(C)[nH]c2ccc(NS(=O)(=O)c3ccc4c(c3)CN(C(=O)C(F)(F)F)CC4)cc2c1=O,98
Cc1cc(C)nc(NS(=O)(=O)c2ccc(N/C(N)=N/c3nccc(-c4ccc(Cl)cc4)n3)cc2)n1,12
CC(C)(C)c1ccc(C(C)(C)C)cc1,105
CC1=N/C(=C\c2ccc(Br)cc2)C(=O)O1,124
Cc1ccc(-c2ccc(SCC(=O)Nc3ccc(S(N)(=O)=O)cc3)nn2)cc1,101
CC1=NN(c2cccc(Cl)c2)C(=O)/C1=C\c1cn(C(=O)c2c(Cl)cccc2Cl)c2ccccc12,95
O=C(Nc1ccc(Cl)cc1)C1CCCN(C(=O)c2cccc(-c3ccco3)c2)C1 (configuration not stated),56
COc1ccc(C2C3Cc4cc(OC)c(OC)cc4C3=NN2C(=O)Nc2ccc(F)cc2)cc1OC (configuration not stated),110
CC1=NN(c2cccc(Cl)c2)C(=O)/C1=C\c1cn(CC(O)Cn2cc(/C=C3\C(=O)N(c4cccc(Cl)c4)N=C3C)c3ccccc32)c2ccccc12,109
N#Cc1c(N2CCCCC2)nc2c(c1C#N)CCc1ccccc1-2,121
O=C(O)CCNC(=O)CCc1nc2c(=O)[nH]c(=S)[nH]c2[nH]c1=O,105
COc1c(/C(C)=N/N=c2sc(C(C)=O)nn2-c2ccc([N+](=O)[O-])cc2)c(Oc2ccccc2)c(OC)c2occc12,98
CC(C)NC(=S)Nc1c(N)[nH]c(=O)[nH]c1=O,102
COc1ccc(CC(=O)NCCc2ccccc2)cc1OC,56
Oc1ccccc1C=NCc1ccccc1,126
O=C1CCN(Cc2ccc(Cl)cc2Cl)C(=O)N1,141
O=c1[nH]c2ccccc2c2c1C(c1ccc(Cl)cc1)c1c(ncn3nc(-c4ccco4)nc13)O2 (configuration not stated),108
O=C(Nc1ccc(C2=NCCN2)cc1)c1ccc(C(=O)Nc2ccc(C3=NCCN3)cc2)c([N+](=O)[O-])c1,71&70
Nc1[nH]c(=O)sc1N=Nc1cccc2c1C(=O)c1ccccc1C2=O,93
CCC(C)CC(CC)NCCN1CCN(C(CC)CC(C)CC)C1=S (configuration not stated),40
CCCCCCCCCCOC(=O)c1ccc(OC)cc1,115
CS(=O)(=O)Oc1ccc(C(=O)CC2(O)C(=O)Nc3ccccc32)cc1 (configuration not stated),103
CC1=CC[C@@H]2C(C)(C)[C@@H](O)CC[C@@]2(C)[C@@H]1COc1ccc2ccc(=O)oc2c1,77
Cc1ccc(-c2cc(-c3nnc(SCC(=O)N4CCN(c5cc6c(cc5F)c(=O)c(C(=O)O)cn6C5CC5)CC4)o3)c3ccccc3n2)cc1,102
Nc1c(C(=O)Nc2ccccc2)cc(-c2nc3ccccc3s2)c(=O)n1NS(=O)(=O)c1ccc(Cl)cc1,102
CO[C@@H](C)Cn1c(=O)n(C)c2cnc3ccc(-c4cncc(C(C)(C)O)c4)cc3c21,9.0*
O=C1CCC(NNC(=S)Nc2ccc(Cl)cc2)N1 (configuration not stated),97
Cc1cc(C)nc(NS(=O)(=O)c2ccc(N/C(N)=N/c3nccc(-c4ccco4)n3)cc2)n1,99
# Further results follow:
SMILES,HL-60(TB)
CS(=O)(=O)OCCCCCCCCCCCN1CCOCC1,72
C[N+](C)(C)CCCSC1=NCCN1,89
COC(=O)Nc1ccccc1,103
N#CCCNC=O,95
Clc1ncnc2scc(C3COc4ccccc4O3)c12 (configuration not stated),102
CN(C)CCC=C1c2ccccc2C(C)(C)c2ccccc21,85
N#Cc1nc(C(c2ccccc2)c2ccccc2)oc1NCCN1CCCCC1,69
CNc1ccc(C(C2=C(O)COC2=O)c2cc(OC)c(OC)c(OC)c2)cc1 (configuration not stated),101
O=S(=O)(O)c1ccc(N=Nc2ccc(N=Nc3c(S(=O)(=O)O)cc4cc(S(=O)(=O)O)cc(O)c4c3O)cc2)cc1,104
O=C(O)c1ccc(-c2ccccc2)cc1,107

# Overlap with the part before: 2 entries, then new ones.
SMILES,HL-60(TB)
O=S(=O)(O)c1ccc(N=Nc2ccc(N=Nc3c(S(=O)(=O)O)cc4cc(S(=O)(=O)O)cc(O)c4c3O)cc2)cc1,104
O=C(O)c1ccc(-c2ccccc2)cc1,107
CCN(CC)CCCC(C)N=C(Nc1ccccc1)c1ccc(Cl)cc1 (configuration not stated),81
CCOC(=O)N1CCN(CCCCCOc2ccc(CC(C)(C)C)cc2Cl)CC1,38
CCOC(=O)c1nn(C2CCCCO2)c2ccc(NC(=O)CSc3nc4ccccc4s3)cc12 (configuration not stated),112
Nc1ccc2c(c1)C(=O)NC2=O,71
Cc1ccc2c(Cn3cc(COc4ccc5c(c4)NC(=O)CC5)nn3)cc(=O)oc2c1C,96
COc1ccc(-n2nnc3c(sc4ncc(Br)cc43)c2=O)cc1,95
CCOC(=O)c1cc2c3ccccc3oc(=O)c2c2nc3ccccc3n12,105
CCc1ccc(C2CC(c3ccc(Cl)cc3)=NN2c2ccc(S(N)(=O)=O)cc2)cc1 (configuration not stated),86
CC(=O)O[C@]1(C(C)=O)CC[C@H]2[C@@H]3C[C@@H]4O[C@@]45C[C@@H](O)CC[C@]5(C)[C@H]3CC[C@@]21C,100
O=C(CN1CCOCC1)Nc1ccc(Cn2nnc3c2C(=O)c2nnn(Cc4ccc(NC(=O)CN5CCOCC5)cc4)c2C3=O)cc1,-39*
CCn1c(SC/C(=N/O)c2ccc(Cl)cc2)nnc1-c1ccncc1,113
Cc1nn(-c2ccc(-c3ccc(OC(F)(F)F)cc3)cc2)c2nc(-c3ccccc3)nc(N)c12,100
O=S(=O)(O)c1ccc2c(c1)CCC2,100
CS(=O)(=O)c1ccc(N2N=C(c3ccc(Oc4ccccc4)cc3)CCC2=O)cc1,60
COc1cc(O)c2c(=O)c3c([C@H]4c5c(OC)c(O)c6oc7cc(OC)cc(O)c7c(=O)c6c5[C@@H]5C=C(C)CC(C)(C)[C@H]45)cc(OC)c(O)c3oc2c1,96
COc1cc2c(cc1OCCCCCOc1ccc(-n3c(C)nc4ccccc4c3=O)cc1)N=C[C@@H]1CCCN1C2=O,-34*
c1ccc(-c2cn(-c3ccccc3)c(-c3ccccc3)n2)cc1,40
CS(=O)(=O)c1nccc(-c2c(-c3ccc(OCc4ccccc4)cc3)nc3sccn23)n1,95
COc1ccc(-c2csc(NC3=CC(c4ccc(Cl)cc4)OC3=O)n2)cc1 (configuration not stated),124
CC/C=C\C[C@H](O)C/C=C1/C(=O)C=C[C@]1(C)C/C=C\CCCC(=O)OC,100
COc1ccc(C(=O)CSc2nccc(N3CCOCC3)n2)cc1,103
CCN(CC)CCOc1ccc(C(=C(c2ccccc2)C2CCCC2)c2ccc(OCCN(CC)CC)cc2)cc1,-41*
C=CCn1c(SCC(=O)Nc2ccc(C(=O)/C=C/c3ccc(OC)cc3)cc2)nnc1-c1c[nH]c2ccccc12,109
COc1ccc(Cc2nnc(NC(=O)C(N)Cc3ccccc3)s2)cc1 (configuration not stated),100
CCOCCOC(=O)c1ccccc1Cl,103
CC1=NN(C(=O)CSc2nnc3sc4ccccc4n23)C(=O)C1,93
CN(C)c1ccc2c(c1)OC(N)=C(C#N)C2c1ccc2c(c1)CCCN2C (configuration not stated),5.5*
Cc1nc2sccn2c1-c1nnc(SCC(=O)O)o1,103
Cc1ccc2[nH]c(=O)cc(-n3nncc3COc3ccc(C=O)cc3)c2c1,107
N/C(=N\C(N)=N\c1nc2ccccc2s1)c1cccc(Cl)c1,20

# Part of the list above, field by field:
CC1=NN(C(=O)CSc2nnc3sc4ccccc4n23)C(=O)C1
  HL-60(TB) = 93
CN(C)c1ccc2c(c1)OC(N)=C(C#N)C2c1ccc2c(c1)CCCN2C (configuration not stated)
  HL-60(TB) = 5.5*
Cc1nc2sccn2c1-c1nnc(SCC(=O)O)o1
  HL-60(TB) = 103
Cc1ccc2[nH]c(=O)cc(-n3nncc3COc3ccc(C=O)cc3)c2c1
  HL-60(TB) = 107

# Further entries follow:
SMILES,HL-60(TB)
CC(=O)Nc1cccc(OCc2ccc([N+](=O)[O-])cc2)c1,101
CCOC(=O)Cc1ccc(CCCCc2ccc(CC(=O)OCC)cc2)cc1,87
Nc1nnc(-c2ccccn2)c(-c2c[nH]c3ccc(F)cc23)n1,106
CN1CCN(Cc2ccc(NC(=O)c3cncc(C#Cc4cnc5ccc(OCC6(C)COC6)nn45)c3)cc2C(F)(F)F)CC1,-28*
CC1CCCN(C2CCN(S(=O)(=O)c3ccccc3)CC2)C1 (configuration not stated),101
COc1ccc(C(=O)/C=C/c2ccc(Cl)cc2)cc1S(=O)(=O)Nc1cccnc1,81
c1ccc(CSc2nnc(-c3cc(-c4ccccc4)nc4ccccc34)o2)cc1,64
CC(C)(C)C1=CC(CC(N)=O)(C(C)(C)C)OC1=O (configuration not stated),111
NC1C2CCC1CN(c1cnc(C(=O)Nc3cc(F)cc4cccnc34)cn1)C2 (configuration not stated),10.0*
Nc1nc(SCc2ccccc2[N+](=O)[O-])c2ncn(C3OC(CO)C(O)C3O)c2n1 (configuration not stated),124
COc1c(C(=O)/C=C/c2ccccc2)c(O)cc2occc12,41
COc1ccc(Cn2cc3c(c2)-c2ncncc2CC3)cc1,118
Nn1c(N/N=C/c2cccc([N+](=O)[O-])c2)n[nH]c1=S,102
O=C(Cn1cnc2c(cc(-c3ccccc3)n2-c2ccccc2)c1=O)Nc1ccc(F)cc1,88
O=C(Nc1ccccc1[N+](=O)[O-])OC/C=C/c1ccccc1,90
O=C(CCCCCCn1cc(-c2ccc(O[C@H]3OC(CO)[C@@H](O)C(O)[C@@H]3O)cc2)nn1)NO (some centres not stated),103
CCOC(=O)CC1(C)Nc2ccccc2-c2ccnn21 (configuration not stated),100
CNc1cc(Nc2ccc(CC(=O)Nc3cccc(C(F)(F)F)c3)cc2)ncn1,83
CCC1(C2CCCC2)NC(=O)NC1=O (configuration not stated),91
COc1c2c(c(OC)c3occc13)OC(C)=C1SC(N)=C(C#N)C12 (configuration not stated),113

# Entries above that contain a COOH group, in the order listed:
SMILES,HL-60(TB)
O=C(O)c1ccc(Br)nc1,94
O=C(O)C(CO)c1ccccc1 (configuration not stated),100
O=C(O)CCNC(=O)CCc1nc2c(=O)[nH]c(=S)[nH]c2[nH]c1=O,105
Cc1ccc(-c2cc(-c3nnc(SCC(=O)N4CCN(c5cc6c(cc5F)c(=O)c(C(=O)O)cn6C5CC5)CC4)o3)c3ccccc3n2)cc1,102
O=C(O)c1ccc(-c2ccccc2)cc1,107
Cc1nc2sccn2c1-c1nnc(SCC(=O)O)o1,103

# Additional structures.
SMILES,HL-60(TB)
Clc1cccc(Cl)c1CSc1nc2ccccc2n2cccc12,94
CC(c1ccccc1)n1c(=O)c2cc3c(=O)n(C(C)c4ccccc4)c(=O)c3cc2c1=O (configuration not stated),103
CCOC(=O)CSCc1nc(N)nc(Nc2ccccc2F)n1,98
CNC(=O)SC1=NS(=O)(=O)c2ccc(Cl)cc2N1,112[100 µM]
O=C(O)CCCn1c(=O)c2sc3ccccc3c2n2nnc(-c3ccccc3)c12,114
Brc1ccc(/C=N/Nc2nc3ccccc3s2)cc1,92
Cc1cncc(C(=O)O)c1,97
Cc1cccc(C(=O)OC(C)C)c1,106
O/N=C(/CSc1nnc(-c2ccccc2)n1-c1ccccc1)c1ccccc1,92
CC(C)CCOB(OCCC(C)C)OCCC(C)C,78
